# CHO-K1 Ca antag = counter-screen for M1 antagonists: effect in parental CHO-K1 cells; ATP-induced calcium, Fluo-8 fluorescence; inhibition, % at 3 µM; 360,000 tested, 0.6% active;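 active = inhibition above a per-plate cutoff, the plate's mean sample inhibition plus 3 SD, cut at about 24% in these data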;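 note: 0% = DMSO plus EC80 ATP and 100% = DMSO alone without ATP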
# M5 ag = human M5 muscarinic receptor agonists, primary screen, CHO-K1 cells, Fluo-8 calcium fluorescence | Muscarinic acetylcholine receptor M5 (Homo sapiens), P08912 | CHO-K1 hM5 cells; 0% DMSO wells, 100% maximal acetylcholine response | activation, % at 3 µM | 360,000 tested, 0.19% active | AID 624037, 2012;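 active = activation above the run's mean over test compounds plus 3 SD, cut at about 23% in these data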;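 note: signal is peak over basal fluorescence ratio across the kinetic read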
# Target sequence (P08912 whole entry, looked up): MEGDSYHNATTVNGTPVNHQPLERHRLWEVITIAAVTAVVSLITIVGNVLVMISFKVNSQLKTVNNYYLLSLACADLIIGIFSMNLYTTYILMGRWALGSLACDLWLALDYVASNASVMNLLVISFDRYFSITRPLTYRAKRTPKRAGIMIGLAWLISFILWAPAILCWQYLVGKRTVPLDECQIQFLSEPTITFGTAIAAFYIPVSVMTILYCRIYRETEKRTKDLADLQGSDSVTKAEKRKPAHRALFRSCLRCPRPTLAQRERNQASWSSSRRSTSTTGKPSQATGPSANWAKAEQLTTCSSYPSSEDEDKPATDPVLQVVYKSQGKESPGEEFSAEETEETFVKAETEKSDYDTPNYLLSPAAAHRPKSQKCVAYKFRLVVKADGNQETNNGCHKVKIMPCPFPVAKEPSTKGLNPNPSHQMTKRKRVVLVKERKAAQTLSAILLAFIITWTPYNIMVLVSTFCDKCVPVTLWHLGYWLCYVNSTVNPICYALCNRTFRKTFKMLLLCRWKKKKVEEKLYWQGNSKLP
# CHRM5 antagonist = human M5 muscarinic receptor antagonists, primary screen, CHO cells, Fluo-8 calcium fluorescence | Muscarinic acetylcholine receptor M5 (Homo sapiens), P08912 | CHO-hM5 cells, ACh EC80 | inhibition, % at 3 µM | 360,000 tested, 0.59% active | AID 624040, 2012;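 active = inhibition above a per-plate cutoff, the mean of that plate's test compounds plus 3 SD, cut at about 27% in these data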;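 note: 0% = acetylcholine EC80 with DMSO and 100% = DMSO without agonist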
# M4 ag = human M4 muscarinic receptor agonists, primary screen, CHO-K1 cells, Fluo-8 calcium fluorescence | Muscarinic acetylcholine receptor M4 (Homo sapiens), P08173 | CHO-K1 hM4/Gqi5; vehicle 0%, full acetylcholine response 100% | activation, % at 3 µM | 360,000 tested, 0.14% active;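 active = activation above the run mean over all test wells plus 3 SD, cut at about 32% in these data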;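 note: peak over basal fluorescence ratio per well then scaled between controls; 0% = DMSO wells and 100% = acetylcholine at EC100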
# Target sequence (P08173 whole entry, looked up): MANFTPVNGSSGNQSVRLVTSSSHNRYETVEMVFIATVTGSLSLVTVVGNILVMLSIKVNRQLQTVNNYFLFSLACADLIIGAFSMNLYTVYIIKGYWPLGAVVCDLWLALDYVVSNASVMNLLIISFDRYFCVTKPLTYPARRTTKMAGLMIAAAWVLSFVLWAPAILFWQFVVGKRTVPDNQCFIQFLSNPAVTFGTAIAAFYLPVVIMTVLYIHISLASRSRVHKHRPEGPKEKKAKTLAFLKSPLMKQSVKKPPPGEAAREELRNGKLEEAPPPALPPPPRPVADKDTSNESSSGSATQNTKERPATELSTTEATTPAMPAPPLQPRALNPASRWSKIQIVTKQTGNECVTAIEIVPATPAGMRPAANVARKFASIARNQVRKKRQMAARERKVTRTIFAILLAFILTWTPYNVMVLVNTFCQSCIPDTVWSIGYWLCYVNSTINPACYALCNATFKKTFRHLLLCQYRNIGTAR
# CHRM4 PAM = human M4 muscarinic receptor positive allosteric modulators, primary screen, CHO-K1 cells, Fluo-8 calcium fluorescence | Muscarinic acetylcholine receptor M4 (Homo sapiens), P08173 | CHO-K1 hM4/Gqi5, ACh EC20; 0% = ACh EC20, 100% = maximal ACh | activation, % at 3 µM | 360,000 tested, 0.4% active;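 active = activation above its plate's cutoff, the mean activation of sample wells plus 3 SD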; note: some results filed as inactive read as strong as hits
# CHRM5 PAM = human M5 muscarinic receptor positive allosteric modulators, primary screen, CHO-K1 cells, Fluo-8 calcium fluorescence; CHO-K1 hM5, ACh EC20 PAM; 0% = ACh EC20, 100% = ACh EC100; activation, % at 3 µM; 360,000 tested, 0.3% active; AID 624038, 2012;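 active = activation above the run cutoff, the mean activation of all test compounds plus 3 SD, cut at about 18% in these data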
#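 System: CHO-K1 cell line with stable human muscarinic M5 receptor expression | Also added: EC20 acetylcholine as agonist stimulus | Compound: One concentration, 3 µM final (nominal) | Timing: Fluo-8 loading 80 min at 37 °C plus 30 min room temperature | Measured by: Fluo-8 calcium dye fluorescence, kinetic read | Read-out basis: % activation, ACh-normalized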
# M1 ag parental = counter-screen for M1 agonists: effect in parental CHO-K1 cells | Fluo-8 calcium fluorescence; scaled to maximal ATP response, vehicle zero | activation, % at 3 µM | 360,000 tested, 0.48% active; in the data active = activation above about 15%;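 note: untransfected CHO-K1 host cells lacking M1 receptor as counterscreen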
# M4 antag = human M4 muscarinic receptor antagonists, primary screen, CHO cells, Fluo-8 calcium fluorescence; Muscarinic acetylcholine receptor M4 (Homo sapiens), P08173; CHO-hM4 cells, ACh EC80; inhibition, % at 3 µM; 360,000 tested, 0.73% active;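 active = inhibition above its plate's cutoff, the mean inhibition of sample wells plus 3 SD, cut at about 27% in these data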;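 note: 0% = acetylcholine EC80 with DMSO and 100% = DMSO without agonist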
# CHO-K1 Ca PAM = nonselective calcium activators in parental CHO-K1 cells, primary screen, counter-screen for M1 PAM project, cell-based, Fluo-8 calcium fluorescence, full deck, 1536-well; ATP EC20; 0% at ATP EC20, 100% at ATP max; activation, % at 3 µM; 360,000 tested, 0.02% active;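 active = activation above the run cutoff, the mean activation of all test compounds plus 3 SD, cut at about 40% in these data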;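 note: peak over basal fluorescence ratio in a 140 s read after ATP addition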
# Starred values were filed as active, the others as inactive.
SMILES,CHO-K1 Ca antag,M5 ag,CHRM5 antagonist,M4 ag,CHRM4 PAM,CHRM5 PAM,M1 ag parental,M4 antag,CHO-K1 Ca PAM
COC(=O)c1ccc[n+](CCc2c[nH]c3ccccc23)c1,-8,-3,-2,-1,-1,3,0.3,-1,22
CCc1nc2ccccc2n1CCC(=O)O,-16,0,0,0,9,-5,1.1,-2,23
CCn1nc(C(=O)N2CCc3ccccc32)c2ccccc2c1=O,-8,1,9,0,-4,1,-0.3,9,5
CCOC(=O)N1CCN(C(=O)CSc2nnc(Cc3ccccc3)o2)CC1,-10,0,1,0,3,-2,0.5,-8,20
COc1cc2cnc(-c3ccccc3F)cc2cc1OC,-14,-1,9,2,8,1,-0.2,-7,13
CN1CCN(S(=O)(=O)c2cccc(C(=O)Nc3cccc([N+](=O)[O-])c3)c2)CC1,-3,-1,10,1,-20,0,0.4,13,3
O=C(NCC(c1ccco1)N1CCCCC1)c1ccc(COc2ccccc2)cc1 (stereo unspecified),1,-8,10,0,-2,-21,-0.4,0,15
O=C(O)c1nn(CC(=O)N2CCN(S(=O)(=O)c3ccc(Cl)cc3)CC2)c(=O)c2ccccc12,-10,3,-6,1,3,7,0.8,9,21
O=C(O)c1ccc(NC2=C(Cl)C(=O)c3ccccc3C2=O)cc1,-5,-3,5,0,-7,0,1.2,12,14
CCOC(=O)c1[nH]ncc1CN1CCCC(C(=O)c2ccc(OC)cc2C)C1 (stereo unspecified),-4,-1,3,1,4,-2,0.4,-11,20
CCOC(=O)CSc1nnc(COc2cccc(C)c2)o1,-6,-1,-9,1,10,13,0.0,3,10
COc1ccc(S(=O)(=O)Cc2ccc(C(=O)NCc3cccs3)o2)cc1,12,3,2,4,2,-5,6.9,-5,9
Cc1ccc(-c2nnn(CC(=O)NCc3ccccc3)n2)c(-n2cnnn2)c1,-5,-2,6,2,14,-5,0.6,-3,20
COc1ccc(Cn2cc(CN3CCc4onc(-c5ccccc5OC)c4C3=O)nn2)cc1,-21,3,-7,3,-1,-9,2.6,3,11
O=C(Nc1ccc(Cl)c(S(=O)(=O)N2CCCCC2)c1)c1cccnc1,-5,10,6,22,1,-20,8.7,-17,-7
COc1ccc(/C(C)=N/NC(=O)c2sccc2-n2cccc2)cc1,-13,0,-1,1,-2,2,0.1,-3,15
COC(=O)Cc1ccc(NC(=S)NCCC(C)C)cc1,-12,-3,4,4,11,-3,2.1,-14,23
Clc1ccccc1OCc1nnc(-c2ccccc2Br)o1,9,-3,1,0,-1,-2,-0.1,9,-4
CCOc1ccc(N(CC(=O)Nc2ccccc2)S(C)(=O)=O)cc1,-6,0,3,1,4,-1,-0.1,4,12
CCN(CC)c1ccc(-c2nc3cnccc3n2C)cc1,-2,-13,-9,0,-2,6,-0.5,-1,5
CC(=O)NC(NC(=S)Nc1ccc(N=Nc2ccccc2)cc1)C(Cl)(Cl)Cl (stereo unspecified),13,6,14,14,-5,-7,2.5,20,8
Cc1ccc(CCNC(=O)C2CCN(S(=O)(=O)N3CCOCC3)CC2)cc1,0,0,-7,2,-1,11,0.2,-2,6
CCCC(C(=O)n1nc(C)cc1C)C(NS(=O)(=O)c1ccc(C)cc1)c1ccccc1 (stereo unspecified),-15,-10,-8,-1,-8,-8,0.8,6,25
Cc1cc(C)cc(OC(=O)c2cccnc2)c1,-9,1,-4,1,5,4,0.7,-7,17
O=S(=O)(NCc1ccncc1)c1ccc(S(=O)(=O)NCC2CCCO2)cc1 (stereo unspecified),-2,-2,11,0,0,0,0.5,7,20
SMILES,CHO-K1 Ca antag,M5 ag,CHRM5 antagonist,M4 ag,CHRM4 PAM,CHRM5 PAM,M1 ag parental,M4 antag,CHO-K1 Ca PAM
COc1ccc(NC(=O)N(Cc2ccc(C)cc2)Cc2ccccn2)c(OC)c1,13,-3,-3,5,4,-6,1.0,-32,8
Cc1cn(-c2cccnc2)c(C)c1CNC[C@H]1O[C@@H](n2cnc3c(N)ncnc32)[C@H](O)[C@@H]1O,-10,1,-3,0,-3,2,0.4,-8,16
Cc1sc2ncnc(-n3cnc4ccccc43)c2c1C,-23,-1,1,2,7,2,0.9,3,16
COc1ccc2nc3n(c(=O)c2c1)-c1ncccc1C(=O)NC3C (stereo unspecified),-10,-1,-9,1,7,8,0.9,-32,2
CN1CCc2c(sc3c2C(=O)NC(c2cccs2)N3)C1 (stereo unspecified),7,3,2,2,-1,-6,1.4,3,-9
COc1cccc(NC(=O)CN(C)CC(=O)Nc2ccc(Cl)cc2[N+](=O)[O-])c1,-13,4,2,17,-8,-4,11,1,12
CC(C)Oc1ccc(CNC(=O)C2CCCN(S(=O)(=O)N3CCOCC3)C2)cc1 (stereo unspecified),1,0,-6,-1,-2,3,0.7,1,-2
CC(NC(=O)CC1SC(N)=NC1=O)c1ccccc1 (stereo unspecified),-8,4,-15,1,4,7,0.1,-3,9
Clc1ccc(Cn2ncc3c(NCc4cccnc4)ncnc32)cc1,1,6,1,11,-2,0,3.7,-4,15
COc1ccc(C)cc1NC(=O)CSc1cccc[n+]1[O-],-8,0,8,1,-4,-3,-0.2,-2,-7
O=C(C1CCCO1)N1CCN(C(=S)Nc2ccc(Cl)cc2Cl)CC1 (stereo unspecified),2,0,-7,1,4,3,-0.2,-6,-4
CCCCn1c(N)c(N(CCOC)C(=O)c2sc3cc(F)ccc3c2Cl)c(=O)[nH]c1=O,14,1,-3,1,-1,-1,0.1,7,-21
Cc1ccc2oc3c(SCc4nc5ccccc5[nH]4)nc(C)nc3c2c1,-7,-9,10,6,-1,-14,1.6,12,-2
CCCCN(C)C(=O)c1cn(CC)c2nc(C)ccc2c1=O,-11,1,-8,2,24,17,1.3,-4,23
CN(Cc1cccc(-n2cccn2)c1)Cc1cn(C)nc1-c1ccccc1F,9,-4,6,1,-9,-10,0.7,0,-9
N/C(CC(=O)Nc1cc(C(F)(F)F)ccc1Cl)=N\O,-1,-2,1,1,4,1,-0.2,-2,-13
O=C(CNC(=O)c1ccc(Br)o1)NCc1ccc(Cl)cc1Cl,-1,-4,20,0,-1,-8,1.0,6,8
CCOC(=O)C1=C(C)N(C)C(=S)N(C)C1c1ccc(OC)cc1 (stereo unspecified),-12,-2,8,0,0,-9,0.8,-2,7
Cc1c(C(=O)N(Cc2ccccc2)C(C)C)oc2ccc(S(=O)(=O)N3CCOCC3)cc12,11,1,11,20,-13,-12,11,19,-7
C[C@H](NC(=O)c1[nH]cnc1C(=O)Nc1cccc(Cl)c1)c1ccccc1,4,0,7,0,5,8,-0.1,-15,0
CCOC(=O)c1c(C)[nH]c(C(=O)COC(=O)c2ccc(O)cc2)c1C,4,3,3,12,-20,-10,2.3,5,3
Nc1nonc1-n1nnc(C(=O)c2ccccc2)c1-c1ccccc1,18,-3,0,3,-3,-8,0.2,-1,-8
Fc1cccc(CNc2ncnc3cc(Cl)ccc23)c1F,23,3,15,16,-6,-15,15*,1,4
CC1(c2ccc(OC(F)F)cc2)NC(=O)N(CC(=O)Nc2cccc(S(N)(=O)=O)c2)C1=O (stereo unspecified),-1,3,-3,1,12,2,0.7,12,-6
COc1ccc(CCN(Cc2cc3ccc(C)cc3[nH]c2=O)C(C)=O)cc1OC,-13,3,0,0,-4,0,0.5,1,19

# In the list so far, these contain bromine.
SMILES,CHO-K1 Ca antag,M5 ag,CHRM5 antagonist,M4 ag,CHRM4 PAM,CHRM5 PAM,M1 ag parental,M4 antag,CHO-K1 Ca PAM
Clc1ccccc1OCc1nnc(-c2ccccc2Br)o1,9,-3,1,0,-1,-2,-0.1,9,-4
O=C(CNC(=O)c1ccc(Br)o1)NCc1ccc(Cl)cc1Cl,-1,-4,20,0,-1,-8,1.0,6,8

# Carrying on:
SMILES,CHO-K1 Ca antag,M5 ag,CHRM5 antagonist,M4 ag,CHRM4 PAM,CHRM5 PAM,M1 ag parental,M4 antag,CHO-K1 Ca PAM
O=[N+]([O-])c1ccccc1-c1cc(-c2cc(Cl)ccc2O)n[nH]1,9,1,11,13,-11,-10,5.0,15,20
Cc1cc(C)n(-c2nc3c(c(=O)[nH]c(=O)n3C)n2Cc2ccc(F)cc2)n1,-3,-1,-1,0,-4,-7,0.2,11,8
Cc1ccc(NC(=O)CCNS(=O)(=O)c2cccc3nsnc23)cc1,-3,-3,-6,1,-5,3,0.8,-1,27
CC1(C)C(=O)Nc2ccccc2N1C(=O)COC(=O)/C=C/c1ccc(OC(F)F)cc1,4,4,5,6,-2,-1,1.8,-3,3
CC12CCC(C(=O)Nc3cccc(NC(=O)C45CCC(C)(C(=O)O4)C5(C)C)n3)(OC1=O)C2(C)C,11,0,3,2,1,-9,0.1,0,2
COc1ccc(S(=O)(=O)NCCc2nnc3ccc(SCC(=O)Nc4nc(C)cs4)nn23)cc1,-13,0,0,1,-7,1,0.5,2,17
COc1ccc(C)c2sc(N(CCN(C)C)C(=O)c3ccc4ccccc4c3)nc12,-6,-7,-2,2,3,-2,1.5,-7,-2
CCc1ccc(C(C(=O)NCCOC)N(C(=O)Cn2nnc3ccccc32)c2cccnc2)cc1 (stereo unspecified),-7,2,-6,0,21,6,0.5,-4,20
COc1cccc(CN(C)C(=O)C2CCN(S(=O)(=O)c3ccc(C)cc3)CC2)c1OC,-7,8,4,5,12,-1,1.5,-15,9
O=C(CCS(=O)(=O)c1ccccc1)Nc1ccc(S(=O)(=O)Nc2nccs2)cc1,-3,0,12,1,3,3,0.9,2,-16
COc1ccc(CN2C(=O)c3ccccc3C2c2nnnn2-c2ccc3c(c2)OCCO3)cc1 (stereo unspecified),2,0,2,1,1,-4,1.6,-2,-5
NS(=O)(=O)c1ccc(NC(=O)COC(=O)COc2ccc(Cl)cc2)cc1,6,2,-9,2,3,14,0.5,-10,-3
COC(=O)c1ccc(OCC(=O)NC2CCCCCCC2)cc1,-7,-5,5,4,0,5,0.4,-4,6
C=CCc1cc(Cl)ccc1OCCN1CC(C)OC(C)C1 (stereo unspecified),-14,-3,4,5,-9,0,2.8,-3,-5
O=C1OC(NCc2cccnc2)(c2ccc(Cl)cc2)c2ccccc21 (stereo unspecified),-13,-9,4,4,-3,1,2.0,-14,5
O=C(COC(=O)c1ccccn1)Nc1ncc(C(F)(F)F)cc1Cl,-9,-1,0,1,3,2,0.1,-1,11
COCCNc1nc2cc(-c3ccsc3)sc2c(=O)n1C,-9,0,1,2,8,0,1.1,-17,13
CCN(CC)CC(C)OC(=O)c1cc(OC)c(OC)c(OC)c1 (stereo unspecified),-16,3,9,1,1,-8,0.5,-1,15
CCOc1cc(C(=O)Nc2ccccc2N2CCN(S(C)(=O)=O)CC2)cc(OCC)c1OCC,14,0,5,8,2,-5,2.0,-5,-4
Cc1ccc(S(=O)(=O)NCC(=O)OCc2ccccc2Br)cc1,10,-4,-27,-1,-6,3,-0.9,1,-11
COc1ccccc1N1CC(C)(C)C(=O)N(C(=O)c2c(F)cccc2Cl)C1=S,-5,-5,3,0,-23,1,8.9,-7,25
